IMP-1 inhibitor – blocks Pseudomonas aeruginosa IMP-1 metallo-beta-lactamase; purified IMP-1, nitrocefin hydrolysis, epi-absorbance fluorescence; inhibition, % at 5.6 µM; actives 0.45% (n = 290,000); AID 1556;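 active means inhibition above the mean plus 3 SD of all compounds in the same screening run, cut at about 4.5% in these data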;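 further: 0% = IMP-1 with DMSO and 100% = DMSO wells lacking enzyme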
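System: purified IMP-1 / Input: IMP-1 dispensed at 0.2 nM / Medium: 50 mM HEPES pH 7.1, 50 µM ZnSO4, 0.05% Brij 35 / Timing: 15 min enzyme–compound preincubation, then 25 min nitrocefin reaction, 25 °C / Technique: plate fluorescence quenching by hydrolysis product, ex 480/em 530 nm / Repeats: singlicate testing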
VIM-2 inhibitor – inhibitors of Pseudomonas aeruginosa VIM-2 metallo-beta-lactamase | purified VIM-2, nitrocefin hydrolysis, epi-absorbance fluorescence | inhibition, % at 5.6 µM | actives 0.89% (n = 290,000);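 active means inhibition above the mean of all tested compounds plus 3 SD, cutoff set per screening run, cut at about 7.5% in these data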;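 further: red hydrolysis product quenches plate fluorescence so inhibitors raise well fluorescence; 0% = enzyme with DMSO and 100% = DMSO without enzyme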
IDE inh – cellular human IDE inhibition; P14735; HEK cells, FAbetaB cleavage, fluorescence polarization; inhibition, % at 5.59 µM; actives 0.41% (n = 320,000); AID 434962;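 active means percent inhibition above the average of all tested compounds plus 3 SD, set per screening campaign, cut at about 16% in these data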;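 further: IDE supplied by intact live HEK cells; FP after avidin binding of uncleaved biotin substrate so inhibition keeps polarization high; 0% = DMSO wells and 100% = 60 µM reference IDE inhibitor Ii1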
Target sequence (P14735 whole entry, looked up): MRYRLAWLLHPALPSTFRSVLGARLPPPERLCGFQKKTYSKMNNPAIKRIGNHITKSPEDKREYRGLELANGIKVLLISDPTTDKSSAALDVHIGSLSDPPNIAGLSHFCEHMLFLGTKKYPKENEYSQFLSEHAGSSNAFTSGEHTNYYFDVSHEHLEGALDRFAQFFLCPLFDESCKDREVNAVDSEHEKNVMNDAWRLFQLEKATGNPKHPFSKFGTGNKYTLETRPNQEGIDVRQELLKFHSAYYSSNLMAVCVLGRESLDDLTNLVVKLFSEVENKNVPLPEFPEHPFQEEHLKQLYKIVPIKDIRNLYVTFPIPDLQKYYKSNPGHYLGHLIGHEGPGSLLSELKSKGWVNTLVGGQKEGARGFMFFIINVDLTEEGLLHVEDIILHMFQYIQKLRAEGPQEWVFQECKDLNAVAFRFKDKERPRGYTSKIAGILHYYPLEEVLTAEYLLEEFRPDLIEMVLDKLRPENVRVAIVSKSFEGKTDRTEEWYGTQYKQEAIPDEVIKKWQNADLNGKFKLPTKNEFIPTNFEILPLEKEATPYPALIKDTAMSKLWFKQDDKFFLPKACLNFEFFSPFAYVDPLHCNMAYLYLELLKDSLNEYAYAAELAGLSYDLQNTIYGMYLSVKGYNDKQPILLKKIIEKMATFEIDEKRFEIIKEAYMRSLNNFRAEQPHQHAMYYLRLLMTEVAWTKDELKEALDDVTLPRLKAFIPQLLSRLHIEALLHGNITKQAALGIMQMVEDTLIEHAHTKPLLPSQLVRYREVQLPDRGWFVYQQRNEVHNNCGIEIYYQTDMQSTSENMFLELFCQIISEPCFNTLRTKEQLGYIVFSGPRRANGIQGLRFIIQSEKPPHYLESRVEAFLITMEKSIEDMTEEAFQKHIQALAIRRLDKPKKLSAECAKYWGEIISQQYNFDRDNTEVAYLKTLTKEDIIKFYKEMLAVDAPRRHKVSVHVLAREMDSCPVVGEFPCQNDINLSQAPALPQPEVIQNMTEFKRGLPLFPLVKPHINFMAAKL
M18AAP inhibitor – blocks P. falciparum M18 aspartyl aminopeptidase; AID 1822; actives 1.2% (n = 290,000); inhibition, % at 7.35 µM; recombinant PfM18AAP, H-Glu-NHMec fluorogenic cleavage;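 active means inhibition above the campaign mean inhibition over all tested compounds plus 3 SD, cut at about 28% in these data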;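 further: 0% = plate median of test compound wells and 100% = 2 mM ZnCl2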
pCIP destab – lowers stability of the mouse p/CIP coactivator protein; F442A p/CIP-EGFP cells, EGFP fluorescence, 16 h; decrease of EGFP signal, % at 10 µM; actives 0.01% (n = 290,000); AID 1984;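 active means EGFP signal decrease of at least 30% at 10 µM or well 3 SD below plate mean, unless failing retest; inactive means the rest, including hits failing retest or dose response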; further: some compounds called inactive have numbers as strong as hits; many of its hits are not listed in these tables
SUMO HTRF inh – SUMOylation inhibition; P63279; HTRF SUMOylation assay, SAE1/SAE2 + UBC9, in vitro; inhibition, % at 35 µM; actives 0.36% (n = 290,000); in the data active means inhibition above about 50%, passing the limit was not always enough; further: strong numbers were not always called active
HCV NS3 hel inh – inhibitors of Hepatitis C virus NS3 helicase; NS3 helicase DNA unwinding, Cy5 molecular beacon fluorescence; inhibition, % at 10.9 µM; actives 0.56% (n = 290,000); AID 1800;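 active means inhibition above the mean of all tested compounds plus 3 SD, set per campaign, cut at about 35% in these data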;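 further: 0% = DMSO wells and 100% = thioflavine S control wells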
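Assay system: hepatitis C virus NS3 helicase domain fragment enzyme. Also added: annealed dual-labelled DNA beacon duplex, ATP-started. Timing: 1 h reaction at 25 °C, ATP-initiated. Technique: Cy5 fluorescence at 0 and 60 min, beacon hairpin quenching. Evaluation: % inhibition of unwinding. Replication: one well per compound.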
IDE cell activ – activators of human insulin-degrading enzyme in cells; activation, % at 5.96 µM; actives 0.073% (n = 340,000); HEK cells, FAbeta-B cleavage, fluorescence polarization; 0% vehicle, 100% cell-free pure enzyme wells; AID 493087;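 active means activation above the mean of all tested compounds plus 3 SD, set per screening campaign, cut at about 17% in these data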
FID counter – fluorescent intercalator displacement, NS3 helicase counter-screen; DNA fluorescent intercalator displacement, fluorescence; inhibition, % at 7.9 µM; actives 0.17% (n = 290,000); in the data active means inhibition above about 37%;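 further: 0% = vehicle and 100% = reference compound; higher means more ethidium bromide displaced from hairpin DNA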
The depositor's hits bear a star; / = no result given.

mol,IMP-1 inhibitor,VIM-2 inhibitor,IDE inh,M18AAP inhibitor,pCIP destab,SUMO HTRF inh,HCV NS3 hel inh,IDE cell activ,FID counter
O=C(CN1CCN(c2ccccc2)CC1)Nc1ccccc1Sc1ccccc1,-3.0,-1.4,-4.3,5.5,3.4,-27.1,-7.2,7.7,-22.0
CCOC(=O)C(=CNc1ccc(C(F)(F)F)cc1)C(=O)OCC,-3.1,-1.5,-0.2,2.7,-5.2,6.0,-6.8,4.6,-16.5
Cc1ccc(C)c(OCc2cc(C(=O)N3CCN(C(=O)c4ccco4)CC3)no2)c1,0.0,-1.1,4.3,-2.4,-6.6,4.4,-11.5,-4.8,-48.7
Cc1n[nH]c(=O)nc1NCc1ccccc1,-2.3,0.1,-1.8,-9.9,0.1,-11.8,-0.5,2.9,3.1
CCN1CCN(c2nc(Nc3ccc(NC(C)=O)cc3)nc(Nc3ccc(NC(C)=O)cc3)n2)CC1,-2.9,-0.2,4.9,2.1,-2.1,-9.4,-6.0,-1.2,-0.9
CCCNC(=O)OC[C@H]1O[C@H](CCO/N=C(\C)CCN2CCc3nc(-c4ccccc4)c(-c4ccccc4)cc3C2)C=C[C@@H]1Oc1ccc(OC)cc1,-2.1,-1.5,-5.0,0.3,-5.8,-15.5,-30.1,/,-21.4
CCC(C)(C)NC(=O)C(c1ccc(C)cc1)N(Cc1cccs1)C(=O)c1ccc2c(c1)OCCO2 (stereo unspecified),-1.6,0.9,-0.2,-4.9,2.1,2.6,2.3,0.4,-15.7
CCCC(=O)Nc1cc(-c2nn(C)c(=O)c3ccccc23)ccc1OC,-0.3,3.3,3.5,0.7,-8.6,18.9,1.9,2.5,-22.1
O=S(=O)(c1ccc(Cl)c(C(F)(F)F)c1)N1CCN(CC(O)COc2ccccc2F)CC1 (stereo unspecified),-2.1,1.0,-9.3,3.1,0.3,-0.5,-20.3,0.9,-17.0
O=C(NCCN1CCOCC1)/C(=C\c1ccccc1F)NC(=O)c1ccccc1,-0.1,-0.5,-5.6,-6.3,1.7,5.4,10.0,4.9,-2.5
CC(=O)N1c2ccc(S(=O)(=O)NCCC(=O)Nc3ncccc3C)cc2CC1C (stereo unspecified),-0.6,-0.8,-3.5,4.0,11.7,-1.2,0.2,7.7,-7.7
COCCn1nnnc1CN1CCN(C(=O)c2ccco2)CC1,-0.7,0.7,-1.3,-4.7,-14.2,17.2,0.6,5.4,-0.5
COc1ccccc1CNC(=O)c1cc(=O)c2ccccc2o1,-3.0,-3.0,5.5,-2.9,2.2,-11.3,-2.7,4.1,-5.6
Cc1cc(C)c(C(=O)NCCCN2CCOCC2)c(C)c1,-0.3,1.3,-3.2,-4.4,-13.8,2.7,23.6,3.5,-2.5
C[C@]12CCC(=O)CC1CCC1C2CC[C@@]2(C)C1CC[C@@]21CCO1 (stereo partly specified),-2.0,-1.2,12.1,2.5,-5.4,9.7,17.5,-3.2,-33.2
CCN1C(=NCCc2cccnc2)N[C@@H](c2ccccc2)[C@H](C(=O)OC)[C@H]1C,-2.6,-1.4,3.5,-3.4,-10.7,8.2,-14.1,1.8,-5.1
COc1cc2ccccc2cc1C(=O)N(CCN(C)C)c1nc2c(C)cccc2s1,-3.4,-0.6,5.9,-8.6,-2.9,-13.0,-82.9,-0.8,22.5
COc1ccccc1NC(=O)CSc1sc2c(O)cc(=O)[nH]c2c1C#N,-4.7,-2.7,7.9,4.8,-6.6,16.4,14.9,-2.7,-17.6
Cc1ccc(C)c(/C(O)=C2/C(=O)C(=O)N(CCN3CCOCC3)C2c2ccc(C)o2)c1 (stereo unspecified),-0.3,2.2,2.2,4.5,0.3,13.8,4.6,2.7,-9.3
CCC1CC(C)(C(=O)Nc2ccc(S(N)(=O)=O)cc2)OC1=O (stereo unspecified),-2.8,-3.1,0.9,-2.1,1.6,-6.9,2.7,5.7,0.1
COc1cc(/C=N/Nc2ncc(C(F)(F)F)cc2Cl)cc(OC)c1OC,-6.9,-4.0,1.0,1.3,2.0,17.0,-16.9,4.5,-26.3
COC(=O)C1CCN(C(=O)C23CCC(C)(C(=O)O2)C3(C)C)CC1 (stereo unspecified),-2.2,-0.8,0.3,4.3,8.4,-13.0,8.0,4.2,-3.1
CCOC(=O)C1CCCN(S(=O)(=O)c2c(C)c(C)cc(C)c2C)C1 (stereo unspecified),-1.9,-0.2,2.4,2.2,3.3,-1.3,-8.0,0.4,-26.5
COc1ccc(OC)c(NC(=O)c2nc3ccccc3s2)c1,-3.6,-3.5,6.3,6.7,14.1,17.0,-0.8,0.6,-3.5
CCOc1ccc(N(CC(=O)N/N=C/c2cccnc2)S(C)(=O)=O)cc1,-1.8,-2.2,-1.0,2.9,-4.4,14.3,-18.1,0.1,-5.7
COc1ccccc1NC(=O)Cc1csc(N)n1,-0.5,0.9,-2.9,0.9,2.6,6.2,-6.2,-1.0,-3.3
COc1ccc(N(CC(=O)Nc2c(C)n(C)n(-c3ccccc3)c2=O)S(=O)(=O)c2ccc(C)cc2)cc1,-2.1,-3.5,-0.4,-1.6,-0.8,-0.1,-6.5,4.7,-28.8
Cc1cccc(CSc2ccc3nnc(-c4cccnc4)n3n2)c1,-2.6,0.0,16.0,3.1,5.3,-0.7,6.7,-3.6,-2.2
CCOC(=O)c1cccc(NC(=O)CCNS(=O)(=O)c2cccc3nonc23)c1,-1.6,-0.7,-5.3,-0.3,0.3,6.9,-7.3,3.6,-8.1
Cc1ccc(-c2ccc(=O)n(CC(=O)NCCCN3CCCCC3C)n2)cc1 (stereo unspecified),-7.1,-3.3,0.2,-2.4,-9.8,6.5,-4.6,2.8,1.1
Cc1cccc(Cc2nnc(CCC(=O)NCc3cn4ccccc4n3)o2)c1,-0.6,-0.6,-4.6,-16.4,-10.3,-8.9,0.3,2.8,-7.2
CCOc1ccccc1C(=O)N1CCCCC1C (stereo unspecified),-2.7,-3.4,3.9,-10.9,-8.1,-3.3,-6.3,6.8,-5.4
CCOC(=O)C(C(=O)OCC)C(C(=O)OCC)N1CCOCC1 (stereo unspecified),-3.1,1.4,0.9,0.8,-9.4,-2.8,5.0,1.7,10.9
CCN(c1ccc(OC)cc1)S(=O)(=O)c1ccc2c(c1)CCN2C(=O)CCC(=O)O,-0.8,0.1,1.8,-10.1,2.7,-0.9,-2.6,3.1,-45.0
CC(=O)Nc1ccc(S(=O)(=O)N/N=C/c2ccc(C)o2)cc1,-2.1,-3.7,/,9.9,4.4,3.3,6.8,3.4,-2.6
CCCC(=O)NCc1nc2ccccc2n1CC(=O)c1ccccc1,-2.7,-4.2,0.3,-11.9,3.5,20.2,-3.6,-2.6,-17.3
Cn1c(SCc2cccc(F)c2)nnc1-c1ccncc1,-1.8,-1.6,-4.0,-6.2,-0.4,2.2,-6.3,-3.3,-6.3
COc1ccc(/C=C2\SC(=O)N(CC(=O)Nc3ccccc3O)C2=O)cc1OC,-1.9,-0.6,/,10.9,-6.7,16.3,5.0,-3.2,-7.2
CCOC(=O)C1CCN(C(=O)c2cccc(NC(=O)C(CC)CC)c2)CC1,1.7,0.6,-0.3,12.5,-12.6,-3.0,0.3,0.1,-21.8
COc1cccc(C2C(C(=O)Nc3nc4ccccc4s3)=C(C)NC3=C2C(=O)CC(C)(C)C3)c1OC (stereo unspecified),-2.6,-3.7,3.4,1.2,-8.8,28.1,-1.3,4.7,1.0
O=C(Nc1cccc(NC(=O)c2cccs2)c1)c1cccnc1,-2.7,-1.9,-1.5,4.5,-21.1,11.2,1.4,1.0,0.7
CC1CCN(Cc2nc3c(c(=O)n(C)c(=O)n3C)n2CCCc2ccccc2)CC1,-4.4,-0.9,1.6,-11.2,-6.2,0.6,-2.0,1.2,-0.8
CCOC(=O)CN(Cc1ccccc1)C(=O)OC(C)(C)C,-1.2,-1.1,0.2,1.3,-2.9,12.0,11.6,/,-24.2
O=C(C1CC1)N1CCCC(c2ccc(Cl)cc2)=N1,-0.2,2.2,4.1,1.5,15.3,10.7,-14.6,-0.4,-20.1
CCOC(=O)CC1=NN(c2ccccc2)C(=O)/C1=C\c1ccc(N(C)C)cc1,0.3,-2.5,3.7,3.0,-25.2,2.4,16.5,2.5,-3.9
Cc1ccc(Cl)cc1NC(=O)c1ccc(NC(=O)CCC(=O)O)cc1,-2.5,-3.6,7.5,4.5,-3.4,11.6,-1.5,3.3,-4.4
Cc1cccc(N(CC(=O)N2CCCC2)S(C)(=O)=O)c1,-1.6,-4.2,3.0,2.7,-1.7,8.9,1.3,1.6,-2.3
Cc1sc2nc(SCCN(C)C)n(-c3ccccc3)c(=O)c2c1-c1ccc(F)cc1,-1.9,0.4,2.4,-1.3,7.8,-10.8,-61.5,3.1,10.0
CC(=O)Nc1ccc(Oc2cc(C#N)c(C#N)cc2N2CCCCCC2)cc1,-6.0,-4.2,2.5,-4.1,-6.7,-35.9,-15.2,-1.1,-9.5
COc1ccc(C(C[N+](=O)[O-])c2c(C)[nH]c3ccccc23)cc1OC (stereo unspecified),12.9*,-0.2,0.0,20.1,-2.6,19.4,-4.4,7.7,-1.1

One compound at a time, as listed above. Order of values: IMP-1 inhibitor	VIM-2 inhibitor	IDE inh	M18AAP inhibitor	pCIP destab	SUMO HTRF inh	HCV NS3 hel inh	IDE cell activ	FID counter
Shown for CCOc1ccccc1C(=O)N1CCCCC1C (stereo unspecified) : -2.7	-3.4	3.9	-10.9	-8.1	-3.3	-6.3	6.8	-5.4
Shown for CC1CCN(Cc2nc3c(c(=O)n(C)c(=O)n3C)n2CCCc2ccccc2)CC1 : -4.4	-0.9	1.6	-11.2	-6.2	0.6	-2.0	1.2	-0.8
Shown for Cc1ccc(Cl)cc1NC(=O)c1ccc(NC(=O)CCC(=O)O)cc1 : -2.5	-3.6	7.5	4.5	-3.4	11.6	-1.5	3.3	-4.4
Shown for COc1ccc(N(CC(=O)Nc2c(C)n(C)n(-c3ccccc3)c2=O)S(=O)(=O)c2ccc(C)cc2)cc1 : -2.1	-3.5	-0.4	-1.6	-0.8	-0.1	-6.5	4.7	-28.8

Other results:
mol,IMP-1 inhibitor,VIM-2 inhibitor,IDE inh,M18AAP inhibitor,pCIP destab,SUMO HTRF inh,HCV NS3 hel inh,IDE cell activ,FID counter
COc1cccc(C(=O)Nc2ccc3c(c2)OCO3)c1OC,-1.5,-1.1,0.7,-4.2,-6.2,8.6,-5.0,5.0,-11.3
CCN(c1ccc(NC(=O)COC(=O)/C=C/c2cccs2)cc1)C(C)C,-3.3,-2.2,1.4,-8.0,-13.3,-5.6,-0.1,3.0,5.7
O=S(=O)(NC1CCCC1)c1ccc(S(=O)(=O)N2CCc3ccccc32)cc1,-5.0,-0.7,4.1,3.4,8.1,-39.5,0.9,-3.4,-13.7
COc1ccc(Cl)cc1C(=O)Nc1ccc(N(C)C(C)=O)cc1,-4.5,-0.6,5.7,2.6,-14.5,-3.1,0.0,-0.6,-24.4
CN(C)C(=S)Nc1ccc2ccccc2c1,-4.2,-0.8,2.2,-4.5,-10.0,-11.7,1.5,2.9,4.9

Compounds as they come; overall some 3.6% were active at least once.
